KOR beta-arrestin-1 = KOR antagonists, beta-arrestin recruitment, cell-based, luminescence, uHTS (AID 1778). Kappa-type opioid receptor (Homo sapiens). 290,000 tested, 0.091% active. KOR beta-arrestin recruitment, luminescence, antagonist mode; higher % means a stronger effect. inhibition, % at 10 µM; hits with a dose series show IC50 in µM; further: strong numbers were not always called active
GPR55 beta-arrestin = GPR55 agonists via beta-arrestin recruitment, primary screen, imaging, U2OS cells, beta-arrestin-GFP redistribution (AID 1961); U2OS GPR55 beta-arrestin-GFP redistribution imaging; higher % means a stronger effect; one-dose activation, % at 10 µM; EC50 in µM for titrated hits; 290,000 tested, 0.048% active; G-protein coupled receptor 55 (Homo sapiens);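 active means activation above 40% with more than 50 cells counted in the well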;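 further: U2OS osteosarcoma cells stably expressing GPR55 and beta-arrestin-GFP; plate controls were DMSO negative control for no effect and LPI positive control for full effect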
Rac1 GTP hydrolysis = MgcRacGAP GTPase-activating activity inhibitors, confirmation, biochemical, ADP Hunter fluorescence; MgcRacGAP-stimulated Rac1 GTP hydrolysis, ADP Hunter fluorescence; higher % means a stronger effect; GST-tagged Rac1 F28L mutant substrate; one-dose inhibition, % at 30 µM; IC50 in µM for titrated hits; 340,000 tested, 0.6% active; AID 624330, 2012;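 active means first-screen hits whose inhibition reached a set limit at any dose in the follow-up dose series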;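 further: fluorescence reports GDP produced by GAP-driven GTP hydrolysis; strong numbers were not always called active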
Large T inhibition = SV40 large T antigen inhibitors, biochemical (AID 1903); SV40 large T antigen ATPase/helicase inhibition assay; higher % means a stronger effect; 310,000 tested, 0.39% active; one-dose inhibition, % at 20 µM; IC50 in µM for titrated hits; in the data active means a potency from the dose series; further: strong numbers were not always called active
NOD1 inhibition = NOD1 signaling inhibitors, primary screen, cell-based, luminescence, uHTS (AID 1578). NOD1-driven NF-kB luciferase reporter cells, luminescence; higher % means a stronger effect. inhibition, % at 4 µM, or EC50 in µM where a hit was titrated. 290,000 tested, 1% active; in the data active means inhibition mostly above about 36%, no sharp cut-off; inactive means mostly below about 34%;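 further: HEK-293T reporter cells stimulated with the NOD1 agonist gamma-tri-DAP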
HIV fusion peptide = inhibitors of HIV fusion peptide binding, primary screen, biochemical, uHTS, fluorescence dequenching (AID 1986); cell-free peptide binding, fluorescence dequenching, 30 min; higher % means a stronger effect; inhibition, % at 20 µM, or IC50 in µM where a hit was titrated; 290,000 tested, 0.3% active; in the data active means inhibition mostly above about 52%, no sharp cut-off; inactive means mostly below about 76%; further: some results filed as inactive read as strong as hits
NOD2 inhibition = NOD2 signaling inhibitors, cell-based, luminescence, uHTS, HEK293 (AID 1566) | HEK293 NOD2/NF-kB luciferase reporter, luminescence; higher % means a stronger effect | inhibition, % at 4 µM, or EC50 in µM where a hit was titrated | 290,000 tested, 0.63% active; further: many of its hits are not listed in these tables
KOR beta-arrestin-2 = KOR agonists, beta-arrestin recruitment, primary screen, cell-based, luminescence, uHTS (AID 1777); Kappa-type opioid receptor (Homo sapiens); KOR beta-arrestin recruitment, luminescence; higher % means a stronger effect; activation, % at 10 µM; hits with a dose series show EC50 in µM; 280,000 tested, 0.02% active; in the data active means activation above about 50%, passing the limit was not always enough; further: a part of the inactive calls stands beside numbers as strong as those of hits
GPR55 antagonists = GPR55 antagonists blocking LPI-driven arrestin recruitment, primary screen, imaging, U2OS, beta-arrestin-GFP, LPI agonist (AID 2013); U2OS GPR55 beta-arrestin-GFP translocation imaging, LPI antagonism; higher % means a stronger effect; inhibition, % at 10 µM, or IC50 in µM where a hit was titrated; 290,000 tested, 0.13% active;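 active means spots per cell inhibited over 60%, with over 100 cells counted and total cytoplasm intensity under 500,000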;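 further: U2OS cells stably carrying GPR55 and arrestin-GFP stimulated by 5 µM LPI near EC80; imaged beta-arrestin-GFP aggregate spots per cell after agonist stimulation; plate controls were LPI-stimulated DMSO wells for no effect and DMSO wells without LPI for full effect; some results filed as inactive read as strong as hits; confirmed hits need IC50 under 10 µM and bright autofluorescent wells are also inconclusive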
* marks the source's active call; other numbers are inactive results; / = no result given; [ ] = remark or other dose. Unless noted, no stated cut-off is given here; in the data, active means inhibition above about 50%; inactive means the rest. The list is partial. The share of hits here may be higher or lower than overall.

KOR beta-arrestin-1	GPR55 beta-arrestin	Rac1 GTP hydrolysis	Large T inhibition	NOD1 inhibition	HIV fusion peptide	NOD2 inhibition	KOR beta-arrestin-2	GPR55 antagonists	Molecule
-22.8%	2.0%	-1.7%	-0.4%	19.9%	0.8%	17.5%	-3.3%	-14.6%	COc1ccc(N2CC(C(=O)Nc3ccc(S(=O)(=O)Nc4nccs4)cc3)CC2=O)cc1 (stereo not drawn)
16.9%	0.8%	3.9%	49.4%	2.5%	7.9%	8.7%	0.2%	4.7%	Cc1[nH][nH]c(=O)c1C(c1ccc(-c2cccc(Cl)c2)o1)c1c(C)[nH][nH]c1=O
-31.7%	0.3%	3.1%	4.7%	52.9%	-0.6%	25.3%	2.0%	-13.8%	C/C(Cl)=C\Cn1c(NCCc2ccccc2)nc2c1c(=O)n(C)c(=O)n2C
-2.9%	-0.1%	9.8%	6.6%	8.3%	-0.5%	3.8%	1.6%	-2.8%	COC(=O)c1cn(NC(=O)c2cccnc2)c(=O)c2ccccc12
-2.2%	0.3%	8.6%	7.1%	-23.3%	0.1%	-7.4%	7.5%	1.8%	C=CCOc1ccccc1CN1CCC(n2nccc2NC(=O)C2CCOC2)CC1 (stereo not drawn)
-0.7%	-0.2%	10.8%	0.9%	27.3%	-1.7%	12.3%	3.9%	-0.8%	COc1ccc(NC(=S)N2CCN(c3ccccn3)CC2)cc1OC
9.6%	0.0%	7.9%	0.8%	-183.3%	0.3%	-14.0%	8.9%	13.6%	Cc1cccc(C)c1OCC(=O)Nc1ccccc1N1CCCCC1
-9.3%	1.2%	3.4%	/	-47.0%	6.0%	4.0%	-2.9%	-3.2%	CCCc1nnc(NC(=O)c2c(O)c3c([nH]c2=O)CCCC3)s1
21.7%	-0.1%	/	4.8%	-5.5%	-0.7%	-5.6%	0.8%	5.1%	Cc1cc(C)n2cnnc2n1
17.9%	0.0%	/	6.2%	6.0%	-2.0%	20.1%	-3.4%	-7.8%	COc1ccc(CNc2cccc3[nH]c(C(F)(F)F)nc23)cc1

Quoted from the entries so far for reference:
KOR beta-arrestin-1	GPR55 beta-arrestin	Rac1 GTP hydrolysis	Large T inhibition	NOD1 inhibition	HIV fusion peptide	NOD2 inhibition	KOR beta-arrestin-2	GPR55 antagonists	Molecule
21.7%	-0.1%	/	4.8%	-5.5%	-0.7%	-5.6%	0.8%	5.1%	Cc1cc(C)n2cnnc2n1
17.9%	0.0%	/	6.2%	6.0%	-2.0%	20.1%	-3.4%	-7.8%	COc1ccc(CNc2cccc3[nH]c(C(F)(F)F)nc23)cc1

Continued.
KOR beta-arrestin-1	GPR55 beta-arrestin	Rac1 GTP hydrolysis	Large T inhibition	NOD1 inhibition	HIV fusion peptide	NOD2 inhibition	KOR beta-arrestin-2	GPR55 antagonists	Molecule
-26.9%	0.2%	9.1%	13.6%	-17.7%	-1.4%	19.0%	-3.6%	-0.5%	COC(=O)c1cccc(C(=O)N2CCCC(C(=O)c3cccc(OC(C)C)c3)C2)c1 (stereo not drawn)
30.7%	0.0%	5.8%	1.3%	-0.6%	-1.2%	-138.1%	-0.6%	11.6%	COC(=O)c1cccc(Nc2nc(-c3ccncc3)nc3ccccc23)c1
-59.6%	-1.0%	12.3%	14.5%	-70.6%	1.4%	-42.9%	7.9%	0.5%	COc1ccc2c(Cl)c(C(=O)NC3CCS(=O)(=O)C3)sc2c1 (stereo not drawn)
-27.3%	0.1%	2.7%	2.1%	41.0%	-1.2%	5.2%	4.6%	0.3%	CCCCCCCCNC(=O)CC(NS(=O)(=O)c1ccc(NC(C)=O)cc1)C(C)C (stereo not drawn)
-17.7%	-0.1%	10.0%	25.2%	-23.2%	1.5%	-5.0%	0.7%	2.4%	COc1ccc(CCN2CC34C=CC(O3)C(C(=O)NCc3ccccc3)C4C2=O)cc1OC (stereo not drawn)
-11.8%	-0.1%	6.2%	16.2%	-0.2%	3.2%	-3.9%	2.6%	0.8%	CCCOc1ccc(-c2c(=O)n(OCC(=O)OCC)c3ccccc3[n+]2[O-])cc1
-16.1%[20 µM]	1.5%	14.3%	1.4%	-6.0%	-1.0%	-12.7%	-7.1%	2.6%	Cc1ccc2c(c1)N(C(=O)CCC(=O)NC1CCN(Cc3ccccc3)CC1)CC(C)O2 (stereo not drawn)
-16.2%[20 µM]	0.2%	1.0%	4.6%	-26.9%	-0.6%	5.9%	/	5.3%	Cc1ncc(CN2CCCC(CCC(=O)NCc3ccccc3F)C2)s1 (stereo not drawn)
17.2%	-0.1%	8.7%	30.0%	-25.4%	-1.2%	6.1%	-4.4%	13.5%	O=C(COc1ccc2ccc(=O)oc2c1)Nc1c(Cl)cccc1C(F)(F)F
5.3%	0.0%	7.4%	4.3%	9.3%	-4.1%	-25.0%	-4.5%	1.7%	O=[N+]([O-])c1ccc(COc2cccc3cccnc23)cc1
-5.2%	0.0%	23.2%	4.9%	2.9%	-2.1%	1.1%	-10.8%	8.9%	Cc1cccc(C)c1OCCCN1CCCC1
2.4%	0.0%	-2.1%	24.9%	-26.5%	-1.3%	-8.4%	-4.0%	12.9%	Cn1nccc1C(=O)N1CCOCC1
5.7%	1.1%	-1.6%	5.9%	0.7%	4.8%	18.6%	-6.6%	92.1%	COc1ccccc1/C=N/N1C(=O)C2C3C=CC(CC3)C2C1=O (stereo not drawn)
-1.5%	-0.2%	11.3%	-15.9%	-9.6%	-0.6%	10.3%	-0.3%	7.6%	CC1CCN(c2c(NCc3ccc(C(=O)NCc4ccco4)cc3)c(=O)c2=O)CC1
21.4%	0.5%	12.5%	8.4%	/	-1.5%	-15.7%	7.9%	11.6%	O=C(CSc1ncc(-c2ccccc2)n1-c1ccccc1)NCc1ccco1
0.7%	0.3%	2.8%	2.0%	-5.5%	1.9%	13.4%	-2.2%	32.8%	CC(=O)N1CCN(CCN(CC2C(C)C=C(C)CC2C)C(C)=O)CC1 (stereo not drawn)
8.8%[20 µM]	0.3%	-10.5%	11.4%	-48.8%	-0.9%	-14.7%	-5.5%	-3.6%	Cc1ccccc1C(=O)Nc1ccc(CN2CCOCC2)cc1
-9.9%	-0.1%	1.3%	6.9%	21.7%	-0.3%	16.5%	-0.1%	-7.6%	COCc1cc(C)nc(N2CCOCC2)c1C#N
12.3%	0.5%	5.7%	2.7%	-20.4%	2.4%	-2.3%	-1.0%	5.4%	O=C(Cc1ccccc1)Nc1ccc(C(=O)NCC2COc3ccccc3O2)cc1 (stereo not drawn)
-10.7%	0.2%	0.7%	8.5%	-31.8%	-0.3%	8.5%	-5.1%	-1.5%	Cc1nc(=O)c(-c2ccccc2)c(C)n1-c1ccccc1
13.1%	-0.1%	2.1%	12.2%	-61.5%	18.2%	-114.6%	-2.1%	-1.4%	Cc1cnc(C(=O)Nc2ccc3c(c2)CCC3)cn1
8.5%	-0.2%	1.7%	-6.5%	-52.7%	0.8%	-9.7%	1.7%	3.2%	CC1CCCN(S(=O)(=O)c2ccccc2[N+](=O)[O-])C1 (stereo not drawn)
-1.4%	-0.1%	-2.6%	6.7%	/	2.2%	/	1.1%	3.8%	Cn1cccc1Cc1nnc(SCC(=O)Nc2ccc(Cl)cc2)n1-c1ccc(F)cc1
-7.3%	-0.2%	1.5%	0.4%	-34.0%	0.1%	-20.9%	1.7%	4.8%	O=C(O)c1c2c(nc3ccccc13)-c1ccccc1CC2
0.6%	0.2%	-0.8%	0.3%	-30.2%	0.0%	7.7%	-4.1%	5.2%	O=[N+]([O-])c1ccc(N2CCN(S(=O)(=O)c3ccccc3[N+](=O)[O-])CC2)cc1N1CCc2ccccc2C1
-20.5%	0.2%	12.3%	11.7%	-22.7%	-2.0%	39.1%	0.4%	-2.3%	Cc1cccc(N2CCN(C(=O)COc3ccc4ccc(=O)oc4c3)CC2)c1C
-35.6%	0.2%	7.2%	-9.8%	-15.1%	4.3%	2.4%	8.5%	-1.6%	CCOc1ccc(C(=O)Nc2nnc(S(=O)(=O)N(C)Cc3ccco3)s2)cc1
-3.9%	0.2%	-2.3%	57.1%	-79.1%	-1.9%	-122.4%	-5.8%	4.1%	O=C1OCC(CO)(CO)N=C1NNc1ccccc1Cl
-39.0%[20 µM]	-0.2%	10.9%	1.2%	-3.6%	-0.6%	-13.7%	-5.7%	1.4%	COc1ccc2c(c1)N(C)/C(=C1/SC(=S)N(NC(C)=O)C1=O)S2
1.0%	0.0%	16.4%	7.9%	-3.4%	-2.7%	22.7%	-4.7%	8.3%	Cc1cc(N2CCN(C)CC2)nc2ccc(NC(=S)N3CCN(c4ccc(F)cc4)CC3)cc12
10.0%	-0.1%	8.3%	8.3%	-68.6%	-3.3%	-118.6%	-0.5%	0.2%	COc1cccc(-c2nc3ccccc3s2)c1
-15.5%	0.7%	/	-1.1%	-9.0%	-1.9%	8.3%	-3.1%	6.6%	Cc1nc(SCC(=O)O)c(C#N)c(C)c1CC(=O)c1ccccc1
-9.4%	0.1%	-1.7%	5.6%	-1.8%	-0.8%	1.4%	6.6%	-3.3%	CCOc1ccc(NC(=S)Nc2cc(OC)c(Cl)cc2OC)cc1
-43.0%	-0.2%	6.6%	1.6%	-10.8%	0.2%	-15.4%	-0.3%	-2.0%	CC(C)(C)C(=O)/C=c1\[nH]c(=O)/c(=C\c2ccc(F)cc2)s1
-1.1%	0.8%	11.4%	25.2%	9.3%	-0.2%	-6.8%	-1.2%	20.3%	O=c1c2cn[nH]c2nc(SCc2ccccc2F)n1-c1ccc(Br)cc1
-23.9%	0.1%	9.1%	6.9%	-118.6%	2.8%	12.4%	1.3%	11.6%	Cc1ccc(-c2nn3c(C)nnc3s2)cc1NC(=O)c1ccc(-c2ccc(Cl)cc2Cl)o1
6.9%	-0.1%	6.2%	11.3%	-20.4%	-2.2%	-12.3%	-8.2%	14.6%	Cc1noc(C)c1CSc1nc2ccccc2c(=O)n1-c1ccccc1
-13.0%	0.3%	-6.0%	0.4%	-15.1%	-1.5%	-1.5%	-3.1%	8.4%	Cc1cccc(NC2SC(=O)N(c3ccccc3)C2=O)c1 (stereo not drawn)

3 compounds from above, arranged by count of non-hydrogen atoms, ascending.
KOR beta-arrestin-1	GPR55 beta-arrestin	Rac1 GTP hydrolysis	Large T inhibition	NOD1 inhibition	HIV fusion peptide	NOD2 inhibition	KOR beta-arrestin-2	GPR55 antagonists	Molecule
10.0%	-0.1%	8.3%	8.3%	-68.6%	-3.3%	-118.6%	-0.5%	0.2%	COc1cccc(-c2nc3ccccc3s2)c1
-15.5%	0.7%	/	-1.1%	-9.0%	-1.9%	8.3%	-3.1%	6.6%	Cc1nc(SCC(=O)O)c(C#N)c(C)c1CC(=O)c1ccccc1
-1.1%	0.8%	11.4%	25.2%	9.3%	-0.2%	-6.8%	-1.2%	20.3%	O=c1c2cn[nH]c2nc(SCc2ccccc2F)n1-c1ccc(Br)cc1
